Bioassay records (PubChem BioAssay)
C-LANA FP – inhibitors of KSHV C-LANA binding to DNA, primary screen, biochemical, fluorescence polarization, FAM-LBS DNA, MBP-C-LANA, single point; Kaposi's sarcoma herpesvirus LANA C-terminal domain (residues 932-1162) DNA binding; inhibition, % at 9 µM; 340,000 compounds, 0.078% hits;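 active means highest replicate inhibition at or above 60% at 9 µM, even if other replicates fall short; inactive means all replicates below 60% inhibition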;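 further: 0% = neutral control wells and 100% = 4 µM acridine orange control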
V-ATPase pHluor – regulators of yeast V-ATPase proton pumping, primary screen, pHLuorin cytosolic pH fluorescence. S. cerevisiae. response, % at 10 µM. 350,000 compounds, 0.37% hits. AID 504577, 2011; in the data active means response mostly above about 7.3%, no sharp cut-off; inactive means mostly below about 5.4%; further: actives read high; inactives centre near 0; some compounds called inactive have numbers as strong as hits; reference of the scale not given here
CAL-PDZ inh HTS – untagged CAL PDZ binding inhibitors, primary screen, biochemical, fluorescence polarization, HTS; AID 602252, 2012; 300,000 compounds, 0.92% hits; purified CAL PDZ, TMR-peptide fluorescence polarization, 1 h; inhibition, % at 24.9 µM;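 active means mean inhibition of at least 30% with at least half of replicates also reaching 30%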;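 further: 0% = DMSO neutral control and 100% = excess unlabeled competitor peptide PRC23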
HTR5A ag ctr – HTR5A agonists in luminescence cell assay, primary screen, counter-screen for OPRM1-OPRD1 heterodimer agonist project, full-deck HTS; cell-based; activation, % at 9.3 µM; 340,000 compounds, 0.61% hits; AID 504692, 2011; in the data active means activation mostly above about 9.5%, no sharp cut-off; inactive means mostly below about 7.6%;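 further: 0% = cells with vehicle only and 100% = reference agonist; strong numbers were not always called active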
Target sequence (P47898 whole entry, looked up): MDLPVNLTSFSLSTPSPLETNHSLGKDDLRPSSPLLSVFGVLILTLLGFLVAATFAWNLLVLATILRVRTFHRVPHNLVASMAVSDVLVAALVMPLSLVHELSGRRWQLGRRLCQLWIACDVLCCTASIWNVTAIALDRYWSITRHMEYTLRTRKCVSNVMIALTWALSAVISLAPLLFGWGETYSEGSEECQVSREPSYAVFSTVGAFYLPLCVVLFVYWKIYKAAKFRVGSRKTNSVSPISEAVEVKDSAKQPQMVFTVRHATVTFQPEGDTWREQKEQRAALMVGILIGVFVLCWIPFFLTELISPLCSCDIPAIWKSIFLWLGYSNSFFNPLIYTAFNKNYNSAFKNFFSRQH
MOR-DOR inv ag – inverse agonists of MOR-DOR heterodimerization, primary screen, cell-based, luminescence | cell-based MOR-DOR heterodimer luminescence, inverse agonism | inhibition, % at 9.3 µM | 340,000 compounds, 0.21% hits | AID 504357, 2011; in the data active means inhibition above about 22%, passing the limit was not always enough;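 further: 0% = cells with DMSO and 100% = wells without cells with DMSO; values of inactives mirror those of a sister screen read the other way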
HTR5A inv ag – HTR5A inverse agonists in luminescence cell assay, primary screen, counter-screen for OPRM1-OPRD1 heterodimer inverse agonist project, full-deck HTS; AID 504634, 2011; HTR5A cell line, inverse agonism; 340,000 compounds, 0.083% hits; 5-hydroxytryptamine receptor 5A (Homo sapiens), P47898; inhibition, % at 9.3 µM; in the data active means inhibition mostly above about 23%, no sharp cut-off; inactive means mostly below about 18%;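 further: 0% = cells with DMSO and 100% = no-cell wells with DMSO; some compounds called inactive have numbers as strong as hits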
OPRM1-OPRD1 ag – agonists of OPRM1-OPRD1 heterodimerization, primary screen, cell-based, luminescence; Mu-type opioid receptor (Homo sapiens) + Delta-type opioid receptor (Homo sapiens), …; cells; activation, % at 9.3 µM; 340,000 compounds, 0.3% hits; AID 504326, 2011; in the data active means activation above about 18%;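 further: 0% = vehicle-treated cells and 100% = reference agonist; values of inactives mirror those of a sister screen read the other way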
cardiac RTF act – cardiac RTF calcium sensitivity activators, primary screen, biochemical, IANBD-TnC fluorescence, EC20 calcium | Troponin I, cardiac muscle (Homo sapiens) + Troponin T, cardiac muscle (Homo sapiens) + … | IANBD-labeled TnC RTF fluorescence at EC20 calcium; 0% EC20 calcium, 100% full calcium | AID 493008, 2010 | activation, % at 7.2 µM | 340,000 compounds, 0.24% hits;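 active means activation above the mean over all tested compounds plus 3 SD, cut at about 30% in these data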;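 further: rise in fluorescence read as greater calcium sensitivity of cardiac thin filaments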
RTF Ca sens inh – cardiac RTF calcium sensitivity inhibitors, primary screen, biochemical, IANBD-TnC fluorescence, EC70 calcium | Troponin I, cardiac muscle (Homo sapiens) + Troponin T, cardiac muscle (Homo sapiens) + … | IANBD-labeled cardiac RTF, Ca2+ fluorescence | inhibition, % at 7.15 µM | 340,000 compounds, 0.12% hits;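 active means inhibition above the mean inhibition of all tested compounds plus 3 SD, cut at about 17% in these data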;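 further: assay run at fixed EC70 calcium of 1.6 mM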
Keap1 Nrf2 FP – Keap1-Nrf2 protein-protein interaction inhibitors, primary screen, biochemical, fluorescence polarization, single point | Keap1 Kelch-Nrf2 peptide fluorescence polarization, 1536-well | 340,000 compounds, 0.15% hits | Kelch-like ECH-associated protein 1 (Homo sapiens), Q14145 | AID 504523, 2011 | inhibition, % at 9.4 µM; in the data active means inhibition above about 12%;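 further: human Keap1 Kelch domain with fluorescein labeled Nrf2 9mer peptide probe; 0% = neutral control wells and 100% = peptide positive control; higher means more block of Keap1 binding to Nrf2 peptide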
Target sequence (Q14145 whole entry, looked up, the tested form may be a part): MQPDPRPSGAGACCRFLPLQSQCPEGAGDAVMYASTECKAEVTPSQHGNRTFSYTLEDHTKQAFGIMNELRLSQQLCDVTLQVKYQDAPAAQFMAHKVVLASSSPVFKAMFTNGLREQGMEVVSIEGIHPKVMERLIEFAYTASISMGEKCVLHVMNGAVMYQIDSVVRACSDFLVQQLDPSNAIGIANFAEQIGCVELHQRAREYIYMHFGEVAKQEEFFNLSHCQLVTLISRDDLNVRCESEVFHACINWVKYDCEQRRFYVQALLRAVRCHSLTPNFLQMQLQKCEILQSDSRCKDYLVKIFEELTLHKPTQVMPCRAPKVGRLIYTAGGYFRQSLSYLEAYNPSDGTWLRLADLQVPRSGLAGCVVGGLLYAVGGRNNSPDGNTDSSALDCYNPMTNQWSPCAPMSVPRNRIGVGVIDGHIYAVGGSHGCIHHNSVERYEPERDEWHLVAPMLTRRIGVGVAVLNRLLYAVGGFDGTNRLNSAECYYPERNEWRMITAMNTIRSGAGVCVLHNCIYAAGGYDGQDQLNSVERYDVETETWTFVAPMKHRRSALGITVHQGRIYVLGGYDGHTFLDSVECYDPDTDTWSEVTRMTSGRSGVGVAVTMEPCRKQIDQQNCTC
* marks the source's active call; other numbers are inactive results; i = inactive; . = no result given.

cpd	canonical_smiles	C-LANA FP	V-ATPase pHluor	CAL-PDZ inh HTS	HTR5A ag ctr	MOR-DOR inv ag	HTR5A inv ag	OPRM1-OPRD1 ag	cardiac RTF act	RTF Ca sens inh	Keap1 Nrf2 FP
1	CSc1ccccc1C(=O)Nc1ccccc1C(=O)N1CCCC1	-0.8	-1	-4	-5	4	-42	-0.7	4	0	-1
2	Cc1cccc(OCc2nnc3n2CCCCC3)c1	1.2	11	0	3	16	-7	-2.7	4	-3	-1
3	CCCn1c(=O)c(C(=O)c2ccccc2)nc2ccccc21	0.9	-1	5	6	3	-17	-0.6	-1	0	-2
4	O=C(C1CCC(CNc2nc(=S)[nH]c3ccccc23)CC1)N1CCN(c2ccccn2)CC1 (configuration not stated)	-0.3	-1	.	-2	8	-15	-1.4	1	-4	-6
5	CCOC(=O)C1CCCN(C(=O)CSc2nccn2C)C1 (configuration not stated)	3.8	5	-4	6	11	-22	-2.1	0	-19	-2
6	COc1cc(NC(=O)c2cccnc2SC)cc(OC)c1OC	0.5	-1	-6	-2	-6	5	1.1	1	-4	-2
7	Cc1cc(C)nc(N2CCCC(C(=O)NCc3cccs3)C2)n1 (configuration not stated)	0.8	5	.	0	15	-13	-2.8	4	-2	2
8	COc1cc(CN2CCN(CCOCCO)CC2)cc(OC)c1OC	0.4	-1	-6	1	6	-5	-1.1	2	-4	-6
9	COc1ccc(-c2nn(-c3ccccc3)cc2/C=C\C(=O)Nc2ccc(C(=O)O)cc2)cc1	1.9	-1	17	.	.	.	.	.	.	4
10	CC(C)NC(=O)CCCC(=O)NC(C)C	0.2	3	0	3	0	-8	0.0	-2	-11	-3
11	C=CCn1c(=NC(=O)c2ccco2)sc2cc(C(=O)OCC)ccc21	1.8	1	-2	-3	15	10	-2.8	7	-11	-1
12	O=C1CCCN1c1ccc(S(=O)(=O)N2CCCCC2)cc1	0.8	3	2	-3	2	-7	-0.3	-3	-15	0
13	c1cncc(-c2nc(-c3ccc4c(c3)OCO4)cs2)c1	-0.4	-1	-2	7	0	7	0.0	-6	2	1
14	CCOC(=O)Cc1csc(NC(=O)COc2ccc(N(C)S(=O)(=O)c3cccs3)cc2)n1	-1.6	4	-1	-1	5	2	-0.9	-1	11	-3
15	COc1ccc(Nc2nc(N)c([N+](=O)[O-])c(N3CCCC3)n2)cc1	-1.3	4	-2	-3	5	11	-1.1	0	-2	-5
16	O=C(CSc1ccccc1)Nc1nnc(-c2ccco2)o1	0.2	2	-3	-1	14	0	-2.5	-2	-13	0
17	Cc1nc([N+](=O)[O-])cn1CC(O)c1ccccc1 (configuration not stated)	-2.2	0	0	.	.	.	.	.	.	-1
18	COc1cc(C(=O)NNC(=O)CCOc2cccc(Br)c2)cc(OC)c1OC	-1.4	-4	-2	-1	-1	2	0.2	7	-9	-3
19	CCC(=O)Nc1ccc(N2CCC(C)CC2)cc1	-2.8	4	3	0	4	-6	-0.7	4	6	-5
20	O=C(Cc1ccccc1F)NC1CCCc2ccccc21 (configuration not stated)	1.4	0	0	2	-8	-4	1.1	4	1	-4
21	FC(F)(F)c1cccc(Cc2noc(CN3CCSCC3)n2)c1	-0.2	1	0	-2	-16	-3	3.0	-6	-3	-4
22	Cc1ccc(S(=O)(=O)c2cc3c(=O)n4cccc(C)c4nc3n(Cc3ccncc3)c2=N)cc1	0.0	1	-2	0	8	0	-1.5	-5	-3	5
23	CCCn1c(N)c(Sc2ccc([N+](=O)[O-])cc2)c(=O)n(CCC)c1=O	-1.1	-1	-2	-2	-11	5	2.2	-4	-5	-2
24	CCOC(=O)N1CCN(CC(O)COc2c(C)cccc2C)CC1 (configuration not stated)	2.2	0	-3	2	-3	-8	0.6	15	7	0
25	COc1ccc(C(=O)N2c3ccccc3C(=O)OC2c2ccc3c(c2)OCO3)cc1 (configuration not stated)	-2.1	-2	2	-1	13	3	-3.0	-1	-5	-1
26	CCN(CCCNC(=O)COc1cc(=O)n(CC)c2ccccc12)c1ccccc1	-0.1	1	.	-4	13	9	-2.7	-5	-10	-2
27	C#CCNC(=O)C1=C[C@H](c2cn(C(C)=O)c3ccccc23)[C@@H](CCCO)[C@H](OCC)O1	-1.2	-3	-4	-1	-5	2	1.0	9	-4	-5
28	Cc1ccccc1OCC(=O)N(Cc1cccs1)C1CCS(=O)(=O)C1 (configuration not stated)	-0.7	1	-5	-1	14	4	-2.7	-1	0	0
29	CC(=O)c1ccccc1NC(=O)COC(=O)CCC1CCCC1	-3.9	3	-5	0	-27	-6	6.7	-1	-9	3
30	CCC(C)Sc1nc2c(c(=O)[nH]c(=O)n2C)n1Cc1ccc(Cl)cc1 (configuration not stated)	5.6	-4	.	2	-30	-17	6.5	-2	4	9
31	O=C(c1cccc([N+](=O)[O-])c1)c1cc2ccccc2o1	-1.7	2	-2	-2	-16	4	2.6	-7	-12	4
32	CCn1c(NC(=O)C(C)C)c(-c2cccs2)c(=O)c2ccccc21	1.5	-3	-3	-4	10	-18	-2.1	-3	-2	-7
33	COc1ccc2nc(-c3ccccc3)cc(C(=O)OCC(=O)N3CC(C)OC(C)C3)c2c1 (configuration not stated)	-1.3	-2	-5	4	-8	-10	1.9	0	-12	-4
34	O=C(CNC(=O)C1CCCCC1)OC(C(=O)c1ccccc1)c1ccccc1 (configuration not stated)	-0.4	7	-4	0	14	17	-3.1	10	-2	-6
35	CC1Cc2nc(SCC(=O)Nc3ccccc3F)n(C)c(=O)c2S1 (configuration not stated)	-0.5	2	-6	6	13	2	-3.1	-6	-7	-1
36	CN1CCC/C1=C/C=C1\SC(=S)NC1=O	-45	-2	-3	0	10	-19	-1.8	471*	i	-172
37	CC1CCN(S(=O)(=O)c2ccc(NC(=O)C3CSC4(C)CCC(=O)N34)cc2)CC1 (configuration not stated)	0.9	-2	-6	0	3	1	-0.4	-3	1	-6
38	Cc1ccc(/C=C/C(=O)Nc2ccc([N+](=O)[O-])cc2)o1	2.0	-3	0	3	-4	9	0.7	-7	-4	-2
39	O=C(NNC(=O)c1ccc(Br)s1)c1ccc(F)c(S(=O)(=O)N2CCOCC2)c1	1.4	0	.	-6	13	0	-3.2	-3	-3	3
40	O=C(NCc1cccs1)c1nc(-c2cccs2)no1	-0.1	-4	1	-4	4	10	-0.6	-3	0	-1
41	COC(=O)Cc1cnc(NC(=O)CSc2nc(C(C)C)cc(=O)[nH]2)s1	-1.2	-3	18	2	-12	-5	1.5	-5	-7	2
42	Cc1cccc(NC(=O)c2ccc3c(Cl)c4c(nc3c2)CCCC4)n1	0.0	-4	-3	2	11	14	-1.6	-2	12	-2
43	COc1ccc(OC)c(CNC(=O)C2CCC(=O)N2C(C)C)c1 (configuration not stated)	1.2	0	-4	0	14	0	-3.0	-7	1	2
44	COc1cc(C(=O)NNC(=O)c2ccc(NC(=O)C(C)(C)C)cc2)cc(OC)c1OC	-0.4	-2	1	-1	7	23	-1.4	-2	4	-4
45	Cc1ccc(C)c2c(SC(C)C(=O)NCc3ccco3)nc(-c3ccccc3)nc12 (configuration not stated)	0.0	2	-2	-1	7	5	-1.2	1	-1	-4
46	O=C1N=C(N2CCCCC2)S/C1=C/C1=Cc2ccccc2OC1	0.9	2	-1	2	10	-13	-2.1	5	-1	-1
47	COc1ccc(-c2nnc(N3CCCCC3)c3ccccc23)cc1	-0.4	2	-7	3	12	-6	-2.8	3	-3	-2
48	CCOC(=O)N1CCN(CC(=O)c2ccc3c(c2)CCN3)CC1	-0.4	-1	.	1	22	7	-4.1	10	-2	-9
49	CCc1ccc(C(=O)NC(=S)Nc2ccc(N3CCOCC3)cc2)cc1	-1.3	1	-2	1	3	25	-0.5	-4	-7	-5
50	O=C1C(=O)N(CCN2CCOCC2)C(c2ccccc2F)/C1=C(\O)c1ccc(S(=O)(=O)N2CCOCC2)cc1 (configuration not stated)	-0.6	-2	-4	1	16	-5	-2.5	-3	2	0
51	CC(C)Cn1c(N)c(C(=O)CSc2nc3ncc(Cl)cc3[nH]2)c(=O)n(C)c1=O	0.6	5	1	3	13	-8	-2.5	-8	-4	-5
52	COc1ccc(C(=O)c2ccc(-c3ccc(OC)cc3)nc2)cc1	-2.4	0	1	-1	8	6	-1.8	3	-9	-2
53	CCC(=O)N1CCc2cc(Br)cc(S(=O)(=O)NCC3CCCO3)c21 (configuration not stated)	-1.6	14*	-2	3	2	12	-0.4	2	-4	6

In the list so far, these have two or more sulfur atoms.
cpd	canonical_smiles	C-LANA FP	V-ATPase pHluor	CAL-PDZ inh HTS	HTR5A ag ctr	MOR-DOR inv ag	HTR5A inv ag	OPRM1-OPRD1 ag	cardiac RTF act	RTF Ca sens inh	Keap1 Nrf2 FP
14	CCOC(=O)Cc1csc(NC(=O)COc2ccc(N(C)S(=O)(=O)c3cccs3)cc2)n1	-1.6	4	-1	-1	5	2	-0.9	-1	11	-3
28	Cc1ccccc1OCC(=O)N(Cc1cccs1)C1CCS(=O)(=O)C1 (configuration not stated)	-0.7	1	-5	-1	14	4	-2.7	-1	0	0
35	CC1Cc2nc(SCC(=O)Nc3ccccc3F)n(C)c(=O)c2S1 (configuration not stated)	-0.5	2	-6	6	13	2	-3.1	-6	-7	-1
36	CN1CCC/C1=C/C=C1\SC(=S)NC1=O	-45	-2	-3	0	10	-19	-1.8	471*	i	-172
37	CC1CCN(S(=O)(=O)c2ccc(NC(=O)C3CSC4(C)CCC(=O)N34)cc2)CC1 (configuration not stated)	0.9	-2	-6	0	3	1	-0.4	-3	1	-6
39	O=C(NNC(=O)c1ccc(Br)s1)c1ccc(F)c(S(=O)(=O)N2CCOCC2)c1	1.4	0	.	-6	13	0	-3.2	-3	-3	3
40	O=C(NCc1cccs1)c1nc(-c2cccs2)no1	-0.1	-4	1	-4	4	10	-0.6	-3	0	-1
41	COC(=O)Cc1cnc(NC(=O)CSc2nc(C(C)C)cc(=O)[nH]2)s1	-1.2	-3	18	2	-12	-5	1.5	-5	-7	2
